CR mimetic SO: lowers age-related superoxide in aged yeast cells | S. cerevisiae aged cells, superoxide DHE fluorescence; active compounds read low | superoxide response (% of plate mean), % at 10 µM | 330,000 compounds, 0.18% hits | AID 2690;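 active = superoxide response under a set limit, about three screen SD below normal, cut at about 65% in these data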;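 note: yeast aged for seven days with compound at 30 °C before DHE staining; 100% = average MFI of all compound-treated wells on the plate with controls excluded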
MEX-5 binding: C. elegans MEX-5 TCR-2 RNA binding activity; activity score (negative = inhibition of binding), % at 10 µM; MEX-5/FITC-TCR2 RNA binding, fluorescence polarization; active compounds read low; 300,000 compounds, 0.38% hits; AID 1832;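 active = inhibition past about -25% in most replicates, and total fluorescence under double the plate's negative control median, limit read from the data; inconclusive = replicates evenly split on the limit, or fluorescence at least double controls; inactive = too little inhibition in most replicates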;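 note: 0% = DMSO and -100% = 5 µM competing unlabeled TCR2 RNA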
Target sequence (Q9XUB2 whole entry, looked up): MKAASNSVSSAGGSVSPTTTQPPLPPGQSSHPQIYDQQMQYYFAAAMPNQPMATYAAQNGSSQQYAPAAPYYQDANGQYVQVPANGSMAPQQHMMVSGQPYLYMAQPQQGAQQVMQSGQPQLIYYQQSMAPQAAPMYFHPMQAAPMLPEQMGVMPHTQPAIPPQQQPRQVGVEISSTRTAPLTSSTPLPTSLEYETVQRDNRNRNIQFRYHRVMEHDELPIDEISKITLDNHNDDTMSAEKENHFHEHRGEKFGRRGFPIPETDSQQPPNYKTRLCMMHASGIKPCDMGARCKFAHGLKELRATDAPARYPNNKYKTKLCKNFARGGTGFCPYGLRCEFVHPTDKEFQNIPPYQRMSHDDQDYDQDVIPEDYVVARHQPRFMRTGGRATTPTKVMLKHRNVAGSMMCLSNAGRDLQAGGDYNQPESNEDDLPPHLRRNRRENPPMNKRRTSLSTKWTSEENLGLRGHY
GRK2 inh: blocks RNA aptamer binding to human GRK2; 330,000 compounds, 0.59% hits; P25098; inhibition of aptamer binding, % at 10 µM; bead flow cytometry, FAM-aptamer displacement from GRK2;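 active = inhibition of aptamer binding above 40%, roughly 3 SD of noise, on plates passing a quality check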;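 note: median bead fluorescence of bound FAM aptamer so fluorescent compounds give negative values; no value below 0 was filed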
CIT2 TOR yeast: yeast TOR pathway CIT2-GFP modulation; S. cerevisiae CIT2-GFP strain, flow cytometry, 3 h; 100 means same as DMSO wells; GFP response vs DMSO, % at 10 µM; 320,000 compounds, 0.065% hits;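 active = GFP response relative to DMSO above a set limit, near the screen mean plus 3 SD, cut at about 150% in these data; inconclusive = Fewer than 70 cells measured for a yeast strain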;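 note: ratio of well median GFP fluorescence to mean of DMSO wells on the plate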
VLA-4 inh: inhibition in a human VLA-4 binding assay; VLA-4 expressing cells, ligand binding flow cytometry; P13612; 330,000 compounds, 0.2% hits; AID 2557; inhibition, % (about 7 µM as worked out from the volumes in the protocol); in the data active = inhibition above about 50%
AGP1-GFP MLPCN: alters AGP1-GFP fluorescence in TOR pathway yeast screen. S. cerevisiae AGP1-GFP multiplex flow cytometry, 3 h; GFP as percent of DMSO wells. GFP response vs DMSO, % at 10 µM. 320,000 compounds, 0.02% hits. AID 2066;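 active = GFP response relative to DMSO above a set limit, near screen average plus 3 SD, cut at about 150% in these data; inconclusive = fewer than 70 cells counted for the yeast strain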;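 note: median GFP channel fluorescence of the gated AGP1 strain per well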
BCLXL inh: blocks human Bcl-xL binding to Bim BH3 peptide. 320,000 compounds, 0.7% hits. GST-Bcl-xL / FITC-Bim BH3 peptide fluorescence polarization. inhibition, % at 10.9 µM. AID 2129;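 active = inhibition above the mean of all tested compounds plus 3 SD, cutoff set per campaign, cut at about 30% in these data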;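 note: 0% = DMSO wells and 100% = unlabeled Bim-BH3 peptide competitor; inhibitors lower millipolarization by displacing the labeled peptide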
GLD-1 RNA inh: GLD-1-TGE RNA interaction inhibition (C. elegans); Q17339; purified GLD-1 + fluorescein TGE RNA, fluorescence polarization; inhibition, % at 5.96 µM; 320,000 compounds, 0.44% hits; AID 2280;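 active = percent inhibition above a per-plate cutoff, the plate mean of test compounds plus 3 SD, cut at about 30% in these data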;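 note: 0% = DMSO wells with GLD-1 and probe and 100% = wells lacking GLD-1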
Target sequence (Q17339 whole entry, looked up): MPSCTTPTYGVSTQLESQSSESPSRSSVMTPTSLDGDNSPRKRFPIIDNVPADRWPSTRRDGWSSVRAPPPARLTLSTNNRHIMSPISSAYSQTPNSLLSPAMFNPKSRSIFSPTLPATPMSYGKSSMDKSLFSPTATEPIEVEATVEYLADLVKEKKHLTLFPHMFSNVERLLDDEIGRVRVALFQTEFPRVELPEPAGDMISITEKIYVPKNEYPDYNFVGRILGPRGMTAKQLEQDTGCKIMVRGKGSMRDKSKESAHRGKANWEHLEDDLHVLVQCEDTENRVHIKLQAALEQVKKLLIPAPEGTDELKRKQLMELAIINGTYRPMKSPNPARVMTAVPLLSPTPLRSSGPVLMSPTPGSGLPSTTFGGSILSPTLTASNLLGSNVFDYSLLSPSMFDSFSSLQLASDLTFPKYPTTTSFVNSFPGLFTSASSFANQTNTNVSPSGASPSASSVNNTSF
MCL1 BIM primary: disrupts human MCL1 binding to BIM-BH3 peptide | Q07820 | GST-MCL1 / FITC-Bim-BH3 fluorescence polarization | inhibition, % at 10.9 µM | 320,000 compounds, 0.68% hits;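 active = inhibition above the mean inhibition of all tested compounds plus 3 SD, set per campaign, cut at about 40% in these data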;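 note: 0% = DMSO wells and 100% = unlabeled Bim-BH3 peptide control; higher means more loss of mP so more displacement of Bim peptide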
The depositor's hits bear a star; ? = inconclusive; / = no result given.

SMILES	CR mimetic SO	MEX-5 binding	GRK2 inh	CIT2 TOR yeast	VLA-4 inh	AGP1-GFP MLPCN	BCLXL inh	GLD-1 RNA inh	MCL1 BIM primary
CCCCC(CC)C(=O)NCCc1ccc(S(N)(=O)=O)cc1 (centres undefined)	96	-0.2	0	94	-9	99	5	8	-2
Cc1ccccc1N1CCN(C2CCCN(C(=O)c3cc(CC(C)C)nn3C)C2)CC1 (centres undefined)	108	/	0	93	-8	96	8	-1	9
CC(CNC(=O)c1ccc(C(C)(C)C)cc1)CN(C)C (centres undefined)	103	3.0	0	105	17	96	-6	0	-6
COc1ccc(-c2cc(C(=O)Nc3cccc(S(=O)(=O)NCc4ccco4)c3)c3ccccc3n2)cc1OC	90	-3.2	1	97	-4	98	-6	-3	-8
CCc1cc2cc(C)cc(C)c2[nH]c1=S	88	-0.1	1	82	1	87	4	-1	2
S=C(NCCCN1CCOCC1)N1CCN(c2cccc(Cl)c2)CC1	111	1.3	0	106	3	101	4	-2	11
O=C(NCC1COCCO1)C1CCN(S(=O)(=O)c2ccccc2)CC1 (centres undefined)	127	-3.5	0	100	20	102	-7	-6	2
CCOC(=O)c1ccc(NC(=O)NS(=O)(=O)c2ccc(C)cc2)cc1	100	0.8	0	111	10	104	2	2	-4
CCC1Oc2ccccc2N(CC(=O)NCCCN2CCN(c3ccc(OC)cc3)CC2)C1=O (centres undefined)	99	2.3	0	106	4	110	4	4	0
COC(=O)c1ccc(CSc2nc3ccccc3c(=O)n2C)o1	88	-3.0	0	94	15	89	12	3	18
Cc1nc2cc(NC(=O)NCc3ccc4c(c3)OCO4)ccc2o1	88	-1.1	1	98	21	95	0	6	8
O=C(CCNC(=O)c1ccccc1Cl)Nc1ccncc1	100	1.7	0	105	13	92	0	-1	-6
Cc1ccc(C)c(N=Cc2cc3c(cc2[N+](=O)[O-])OCO3)c1	114	0.2	4	99	2	99	5	1	-1
CCOCCCNC(=O)CN(Cc1ccc(Cl)cc1)S(C)(=O)=O	119	0.2	0	108	-2	110	6	1	7
Cc1cc2c(cc(C(=O)NCc3cccnc3)n2Cc2ccc(Cl)cc2)o1	95	/	1	101	7	100	0	4	-1
CCOC(=O)C(/C=N/c1cc(C)nn1-c1ccccc1)=C(\C)O	92	0.8	1	/	5	120	-2	3	-9
CCOC(=O)Cn1cc(C(=O)C2CC2)c2ccccc21	110	2.5	0	94	13	99	8	6	3
CSc1ccc(S(=O)(=O)N2CC(=O)Nc3ccccc32)cc1	96	1.3	0	103	-11	102	5	-8	6
CC(C)c1nc2sc3c(SCC(=O)NCc4ccco4)ncnc3c2c2c1CCC2	104	0.6	5	81	7	89	2	-7	14
O=C(O)c1c(Cl)nc2ccccn12	105	0.8	0	86	3	94	0	-1	1
Cc1ccc(Cc2c(C)c(C#N)c3[nH]c4ccccc4n3c2=O)cc1	129	-1.8	1	97	0	95	1	4	4
NC(=O)C1CCN(c2ccc3c(c2)S(=O)(=O)c2ccccc2C3=O)CC1	104	9.5	0	93	-10	91	17	-10	8
Nc1c(C(=O)NCc2cccnc2)sc(=S)n1-c1ccccc1	117	-1.2	0	88	0	109	12	5	4
CCCOC(=O)c1ccc(NC(=O)c2ccc(Br)o2)cc1	96	-0.8	0	83	4	93	9	-1	13
CCOC(=O)CC1C(=O)NCCN1C(=O)c1ccc(C)cc1 (centres undefined)	85	-0.8	1	103	-1	108	5	0	6
N#Cc1ccc(C(=O)Nc2cc(C3CC3)nn2-c2ccccc2)cc1	/	0.3	/	/	/	/	4	6	1
O=C(NCc1ccc(F)cc1)c1cc(C(=O)C2CC2)c[nH]1	119	0.3	8	103	-3	102	5	0	1
Cn1c(=O)c2c(nc(/C=C/c3cccc(Cl)c3)n2C)n(C)c1=O	105	-0.5	2	99	2	91	3	-3	10
O=C(COc1nc2ccccc2nc1N1CCOCC1)NC1CCCCC1	83	1.4	0	106	-3	105	-1	4	-8
CC(C)[C@H](NC(=O)c1ccc(Cl)c([N+](=O)[O-])c1)C(=O)NCc1ccc(F)cc1	100	2.7	0	105	-8	101	5	0	5
O=C(CSc1ccc(Br)cc1)NCC(c1ccco1)N1CCCCC1 (centres undefined)	121	4.7	0	104	7	108	0	-3	2
COC(=O)Nc1ccc(S(=O)(=O)Nc2cc(OC)nc(OC)n2)cc1	109	-0.6	2	100	-14	100	-2	6	-6
C/C(=N/NC(=O)CNC(=O)c1cccnc1)c1ccc(Cl)cc1	88	0.5	3	107	-4	103	5	-2	3
Cn1cccc1C(=O)NCCc1ccccc1	97	-0.2	22	90	3	93	-5	2	-8
COc1ccc2[nH]cc(CCNC(=O)COc3ccc4ccc(=O)oc4c3)c2c1	101	3.0	3	97	22	101	3	6	4
CC(Sc1nnc(-c2ccccc2F)n1C1CC1)C(=O)NCc1ccco1 (centres undefined)	91	/	0	91	15	95	1	2	0
O=C(c1cccc(F)c1)N1CCCN(C(=O)c2cccc(F)c2)CC1	103	-1.7	1	104	2	102	5	2	4
CC(NC(=O)CN1CCN(c2ncccn2)CC1)c1ccc(F)cc1 (centres undefined)	97	-0.6	4	106	1	100	-7	-2	-10
O=C(NS(=O)(=O)Nc1ccc(Br)cn1)c1c[nH]c2ccccc12	98	2.2	0	104	14	106	3	0	-4
CCCNC(=S)Nc1ccc(F)cc1F	108	0.5	1	93	6	101	1	1	1
CCCn1c(SCC(=O)c2ccc(CC)cc2)n[nH]c1=O	93	-0.4	2	113	-2	106	-6	7	2
COc1ccc(Cl)cc1NC(=O)Nc1cc(C)on1	98	0.9	0	95	5	100	0	-3	2
CCOC(=O)c1c(C)[nH]c(C(=O)OCC(=O)c2ccc(OC)cc2OC)c1C	107	-3.9	0	104	9	119	-7	10	-2
Cc1cc2c(o1)CC(C)(C)CC2=O	100	-1.7	1	89	0	106	6	13	1
CC(C)[C@H](NC(=O)c1ccccc1)C(=O)OCC(=O)c1ccc(S(=O)(=O)N2CCCCC2)cc1	108	1.1	0	108	1	106	-1	7	-1
Cc1cc(-c2cc(C(=O)NCc3ccccc3)on2)nc(S(C)(=O)=O)n1	104	-0.3	5	88	-8	97	9	-1	11
Oc1cc(Cc2ccccc2)cnc1CN1CCOCC1	91	2.3	1	113	16	112	4	3	11
O=C(c1cnc2n(c1=O)CCS2)N1CCc2ccccc21	92	-1.0	0	108	-14	102	2	3	0
O=C(Nc1ccc(OC(F)(F)F)cc1)C1CCCN(S(=O)(=O)c2cccnc2)C1 (centres undefined)	95	0.1	3	/	3	102	6	5	6
CC(OC(=O)c1cc2sccc2n1C)C(=O)NC(C)(C)C (centres undefined)	101	0.4	9	97	-2	100	3	4	3
CCOc1ccc(NC(=O)CN(C)C(=O)C2CCN(c3ncnc4sc(C)c(C)c34)CC2)cc1OCC	85	1.1	0	91	-8	94	3	-6	-2
Cc1ccc(-n2c(C)n[nH]c2=S)cc1C	98	0.3	2	95	8	93	4	-4	-8
CCc1cc[n+](-c2nc3ccccc3nc2[N-]S(=O)(=O)c2ccc(Br)s2)cc1	84	?	0	101	-51	101	83*	25	94*
O=C1NC[C@H](c2ccccc2)OC(=O)[C@@H](Cc2ccc(F)cc2)C/C=C\C[C@H]1CC(=O)N(CCO)Cc1ccccc1	94	/	0	111	-22	108	/	9	/
O=C(CCN1C(=O)S/C(=C/c2ccc(Cl)cc2)C1=O)N1CCOCC1	112	0.9	0	103	23	101	-2	2	4
O=S(=O)(Nc1ccccc1N1CCOCC1)c1ccc(Cl)cc1	76	/	0	90	9	95	5	5	13
CC1CN(c2ccc(C(F)(F)F)cc2[N+](=O)[O-])CCN1S(C)(=O)=O (centres undefined)	113	-1.1	1	97	17	96	-1	11	-1
Cc1cc(C)n2nc(SCC(=O)N(Cc3ccccc3)C3CCS(=O)(=O)C3)nc2n1 (centres undefined)	91	1.9	0	95	12	98	0	2	-3
COc1ccc(NC(=O)Cc2nnc(SCC(=O)Nc3ccc(F)cc3)n2C)cc1	88	-0.6	1	101	6	105	3	3	2
COc1ccc(C2C3C(C)=NN=C3CC(C)(O)C2C(C)=O)cc1 (centres undefined)	99	/	1	97	1	100	4	1	-5

Other entries
SMILES	CR mimetic SO	MEX-5 binding	GRK2 inh	CIT2 TOR yeast	VLA-4 inh	AGP1-GFP MLPCN	BCLXL inh	GLD-1 RNA inh	MCL1 BIM primary
O=C(Nc1ccc(Cl)cc1C(=O)N1CCCC1)c1cccc([N+](=O)[O-])c1	110	1.6	1	102	7	100	3	2	6
COc1ccc(C2C(C#N)=C(N)OC3=C2C(=O)CCC3)cc1Cn1cc([N+](=O)[O-])cn1 (centres undefined)	109	0.9	2	106	11	107	3	5	2
CN(CCC(=O)Nc1cc(S(=O)(=O)N(C)C)ccc1Cl)CC(=O)Nc1ccc(F)cc1	104	-1.2	2	105	4	100	4	9	1
Nc1ccccc1Nc1cccc(C(F)(F)F)c1	76	-4.1	6	96	-7	97	7	11	3
O=C(CC(c1ccccc1)c1ccccc1)NCC(O)c1ccc([N+](=O)[O-])cc1 (centres undefined)	97	-1.4	1	85	2	94	-3	0	-7
Cc1ccc(/C=C(\C#N)C(=O)NCc2ccco2)o1	101	-6.9	5	96	0	95	0	-3	5
Cc1ccc(-n2c(=O)c(C#N)cc3c(=O)n4ccccc4nc32)cc1	101	-4.2	1	90	-1	99	22	5	19
Oc1ccc(-c2onc(C(F)(F)F)c2-c2cscn2)c(O)c1	106	-1.1	0	102	1	98	5	7	-1
COc1ccccc1NC(=O)Cn1c(CCC(=O)O)ccc1-c1ccc(C)cc1	85	3.0	0	110	3	103	1	2	-6
CC(=O)N[C@H](Cc1c[nH]c2ccccc12)C(=O)O	104	-5.3	1	79	50*	84	-8	-3	-2
O=C1c2ccccc2C(=O)N1c1ncccn1	99	-0.7	0	98	4	102	8	1	6
CCc1ccc(NS(=O)(=O)c2cccs2)cc1	72	-0.5	0	99	10	101	0	5	0
COc1ccc(-c2cc(C(F)F)n3ncc(C(=O)N4CCCc5ccccc54)c3n2)cc1	105	3.2	1	100	-7	104	0	-3	4
Cc1cc(SC2CCOC2=O)nc2ccccc12 (centres undefined)	87	-0.1	4	100	31	99	-1	-3	-3
CCCN=C(Nc1ccc(Cl)cc1)c1cccnc1	111	-0.6	6	116	-14	111	0	8	4
Cc1ccc(-n2c(C)c(C)c3c(NCCO)ncnc32)cc1	93	1.5	0	103	1	100	4	-4	-1
CCNC(=S)N1CCC(c2nc3cc(C)c(C)cc3[nH]2)CC1	103	1.2	3	99	-1	105	5	2	12

An excerpt from above, reduced to CR mimetic SO and BCLXL inh.
molecule	CR mimetic SO	BCLXL inh
O=C(Nc1ccc(Cl)cc1C(=O)N1CCCC1)c1cccc([N+](=O)[O-])c1	110	3
COc1ccc(C2C(C#N)=C(N)OC3=C2C(=O)CCC3)cc1Cn1cc([N+](=O)[O-])cn1 (centres undefined)	109	3
CN(CCC(=O)Nc1cc(S(=O)(=O)N(C)C)ccc1Cl)CC(=O)Nc1ccc(F)cc1	104	4
Nc1ccccc1Nc1cccc(C(F)(F)F)c1	76	7

High-throughput results (PubChem)
